Source: PubChem BioAssay
aSyn UTR inh: MLPCN primary screen, SNCA 5' untranslated region. alpha-synuclein 5'UTR reporter, inhibitor activity. inhibition, % (tested at 7.5 µM). hit rate 0.82% among 300,000; in the data active = inhibition above about 60%;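 note: H4 neuroglioblastoma cells stably carrying SNCA 5'UTR luciferase fusion; 0% = DMSO wells and 100% = positive control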
HIF act: HIF pathway transcriptional activation | U2OS HRE-luciferase reporter, luminescence; normalized: DMSO 0%, desferrioxamine 100% | activation, % at 7.5 µM (by protocol) | hit rate 0.32% among 300,000;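 active = mean activation of at least 10% of the iron chelator positive control signal, with at least half of replicates also reaching 10%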
KLF5 inhibitor: kruppel-like factor 5 inhibition; DLD-1 KLF5 promoter-luciferase reporter, luminescence; inhibition, % at 5 µM; hit rate 0.23% among 290,000; AID 1700;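 active = inhibition above a per-plate limit of that plate's mean compound inhibition plus 3 SD, cut at about 60% in these data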;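 note: 0% = DMSO wells and 100% = LY294002 at 200 µM; higher means less KLF5 promoter-driven luciferase light; inactives centre near -14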
Platelet DG rel: modulates dense granule release in human platelets | human platelet-rich plasma, SFLLRN dense granule ATP release, luminescence | inhibition, %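 (compounds screened at 7.5 µM in platelet-rich plasma)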 | hit rate 0.22% among 300,000;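 active = mean replicate score, as percent of positive control, at or above 50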
HDAC3 inh: inhibitors of human histone deacetylase 3. AID 2718. hit rate 0.15% among 320,000. O15379. inhibition, % at 8.3 µM. recombinant HDAC3, fluorogenic peptide/trypsin coupled, fluorescence; in the data active = inhibition above about 26%, passing the limit was not always enough
Target sequence (O15379 whole entry, looked up): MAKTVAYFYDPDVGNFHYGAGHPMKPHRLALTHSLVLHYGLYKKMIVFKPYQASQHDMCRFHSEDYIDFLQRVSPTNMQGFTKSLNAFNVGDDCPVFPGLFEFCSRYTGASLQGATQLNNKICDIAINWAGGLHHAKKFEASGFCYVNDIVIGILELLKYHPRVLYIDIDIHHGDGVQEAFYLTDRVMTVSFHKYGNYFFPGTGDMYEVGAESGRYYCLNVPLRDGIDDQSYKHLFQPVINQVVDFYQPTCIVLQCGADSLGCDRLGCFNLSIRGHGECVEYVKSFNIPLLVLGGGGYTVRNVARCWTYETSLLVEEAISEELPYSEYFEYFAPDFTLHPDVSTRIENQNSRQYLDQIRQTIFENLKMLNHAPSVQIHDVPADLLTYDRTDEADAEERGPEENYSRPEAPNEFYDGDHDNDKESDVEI
HSF-1 act: increases HSF-1 driven luciferase reporter signal. AID 504408. NIH3T3-HGL HSF-1 luciferase reporter, MG132, 8 h; 100% = twice DMSO control signal. activation, % at 9 µM. hit rate 1.7% among 300,000;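 active = mean replicate activation of at least 50% with a set share of replicates each reaching 50%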;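 note: 0% = median of the neutral control wells and 100% = twice that signal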
HSP90 refold inh: blocks HSP90-mediated luciferase refolding in reticulocyte lysate; hit rate 0.91% among 290,000; AID 1789; inhibition, % at 5.6 µM; Rabbit reticulocyte lysate, luciferase refolding luminescence, 3 h;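 active = inhibition above the screen-wide mean plus 3 SD, computed separately per campaign, cut at about 16% in these data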;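 note: 0% = DMSO wells and 100% = 60 µM geldanamycin wells; inhibitors lower the luminescence because luciferase stays unfolded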
HSF1 inh: HSF1 inhibition; NIH3T3-HGL HSE-luciferase, MG132-induced, luminescence 8 h; stronger effect = lower value; activity change, negative = inhibition, % at 7.5 µM (by protocol); hit rate 0.77% among 300,000;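 active = more than half of replicate wells show activity change below -50%, luminescence cut by over half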;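 note: luciferase reports HSF-1 transcriptional activity via heat shock element; 0% = median of DMSO wells and -100% = zero luminescence signal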
AI-2 QS mod: modulates the Vibrio harveyi AI-2 quorum sensing system. Vibrio harveyi JMH597 AI-2 luminescence/OD600 ratio, 9 h; stronger effect = lower value; strain lacks LuxN and CqsS sensors; 0 = neutral-control median. AID 2094. activity change, % at 7.5 µM. hit rate 0.4% among 300,000; in the data active = activity change below about -75%, passing the limit was not always enough;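 note: luminescence divided by OD600 gain over 9 h not by final OD600 alone; inactives centre near 13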
IEC-6 cytotox: kills IEC-6 intestinal cells in KLF5 counter-screen | IEC-6 cytotoxicity, luminescence viability | inhibition, % at 5 µM | hit rate 0.78% among 290,000 | AID 1825; in the data active = inhibition above about 22%;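 note: 0% = plate median of test compound wells and 100% = cytotoxic reference compound wells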
* hit, by the source's call; . = not tested or not shown; & = joins results of further samples. Compounds as they come. Share with any hit: about 5%.

SMILES	aSyn UTR inh	HIF act	KLF5 inhibitor	Platelet DG rel	HDAC3 inh	HSF-1 act	HSP90 refold inh	HSF1 inh	AI-2 QS mod	IEC-6 cytotox
COc1ccc2c(CC(=O)N3CCc4cc(OC)c(OC)cc4C3)coc2c1	-18	-0.5	-37	8	2	18	0	6	14	-9
Cn1ccnc1SCc1nc2c(cnn2-c2ccccc2)c(=O)[nH]1	11	0.2	-33	-14	-1	0	3	8	19	2
O=C(c1ccc(CSCc2ccccc2F)o1)N1CCN(c2ccc(N3CCOCC3)nn2)CC1	18	-0.3	-15	25	-2	4	-1	-2	10	-3
CC(C)N(C#N)c1nc(N2CCOCC2)nc(N2CCOCC2)n1	13	-13	2	-3	3	-1	-1	-12	60	0
CC(C)CC(OC(=O)c1cccs1)C(=O)NCc1ccco1 (stereo unspecified)	-8	0.2	12	3	5	0	7	-4	39	5
COC(=O)[C@@]12CCCN1[C@H](c1ccc(-c3ccc(F)cc3)cc1)[C@H]1C(=O)N(C)C(=O)[C@H]12	5	0.1	.	1	-1	9	.	1	10	.
Cc1ccc(-c2csc(C3=C(O)CN(NC(=O)c4ccco4)C3=N)n2)cc1	-10	-0.2	-13	-3	-1	30	-2	-6	15	1
CC(=O)c1ccc(C(=O)N2CCCC(C(=O)c3ccc(Cl)cc3)C2)s1 (stereo unspecified)	-8	0.1	-11	3	1	23	-2	1	28	-4
COC(=O)Nc1ccc(S(=O)(=O)N2c3ccccc3CCC2C)cc1 (stereo unspecified)	27	-0.3	31	-3	-1	12	2	-6	21	48*
O=C(Nc1ccc(-c2csc(Nc3ccccc3)n2)cc1)c1cc([N+](=O)[O-])cc(C(F)(F)F)c1	9	0.1	.	1	6	22	.	3	58	.
Cc1cc(OC(C)C(=O)Nc2ccncc2)ccc1Cl (stereo unspecified)	20	-0.2	-7	-1	-2	-2	-1	-1	14	-7
CC1CN(C)C(C)c2c1oc1ccc([N+](=O)[O-])cc21 (stereo unspecified)	-19	-0.9	1	3	4	-3	-1	-19	68	7
CCc1c(C)nc(SCC(=O)N2CCCCC2CC)[nH]c1=O (stereo unspecified)	-9	-0.6	-29	5	5	-11	-6	4	4	-4
COc1ccccc1NC(=S)N(CCc1c(C)[nH]c2ccccc12)Cc1cccs1	-9	-0.3	-24	7	1	-5	3	-1	48	1
Cn1c(Cc2ccccc2)nnc1SCC(=O)Nc1ccc2c(c1)OCCO2	8	-0.4	-13	3	2	-9	1	-1	67	3
O=C(NCCc1c[nH]c2ccccc12)C1CCN(S(=O)(=O)c2ccccc2)CC1	3	-0.1	5	8	4	18	-2	0	-19	-3
Cc1ccc(Cn2nc(C)cc2C(=O)Nc2ccccc2Cl)cc1	-151	2.9	-93	8	-3	31	6	35	9	2
NS(=O)(=O)c1ccc(CCNC(=O)c2ccc3c(c2)N(Cc2ccccc2)CCS3)cc1	12	-1.0	3	2	-20	0	0	-4	-3	-1
Cc1cc(C)cc(Nc2ccc([N+](=O)[O-])nc2[N+](=O)[O-])c1	-1	0.3	17	2	-5	9	1	2	18	2
O=S(=O)(Nc1ccc(Cc2ccncc2)cc1)N1CCCC1	13	-0.3	17	-2	-2	14	-2	-9	16	3
CC1CCN(CCCCOc2ccc(Cl)cc2)CC1	-4	-0.5	-40	4	1	-15	2	-2	17	11
Cn1ncc([N+](=O)[O-])c1C(=O)Nc1ccc(C2CCCCC2)cc1	-136	0.9	-26	10	11	19	3	14	0	3
CCOc1ccc(CN2CCCC(CNC(=O)c3ccc(F)cc3)C2)cc1CO (stereo unspecified)	10	-0.2	-33	-3	0	1	0	3	0	-1
Cc1ccc(OCC(=O)NCCCNC(=O)COc2ccc(C)cc2)cc1	11	0.6	-2	-5	.	3	-3	1	7	-8
Cc1cccc(CCNC(=O)Cc2ccc(NC3=NC4CS(=O)(=O)CC4S3)cc2)c1 (stereo unspecified)	-17	0.2	-4	-5	-5	1	1	-1	19	-3
(next part)
SMILES	aSyn UTR inh	HIF act	KLF5 inhibitor	Platelet DG rel	HDAC3 inh	HSF-1 act	HSP90 refold inh	HSF1 inh	AI-2 QS mod	IEC-6 cytotox
COc1ccc(S(=O)(=O)N2CCOCC2)c(C)c1C	12	-0.4	-16	-4	4	-9	-2	-7	12	2
O=C(CCCN1C(=O)c2ccccc2C1=O)Nc1ccc(S(=O)(=O)N2CCCCC2)cc1	5	0.3	-12	18	5	4	5	-6	40	-1
COc1ccc(/C=N/Nc2nonc2N)cc1OC	14	-0.1	-6	10	6	-12	-4	1	6	2
Cc1ccc(C)n1-c1nnc(N2CCC(C(=O)N3CCN(C)CC3)CC2)s1	-9	0.1	-26	1	-1	-1	0	2	26	2
CCCOC(=O)C1=C(C)OC23OC(N)=C(C#N)C12C(=O)c1ccccc13 (stereo unspecified)	-2	-0.2	0	10	5	18	3	-1	11	2
CCOc1ccc(C)cc1S(=O)(=O)N1CCCCC1	5	-0.9	-6	2	0	-21	-3	-1	12	0
CCOc1cccc(C2c3c(oc4ccccc4c3=O)C(=O)N2c2ccccn2)c1 (stereo unspecified)	6	0.0	0	-3	-3	-12	6	-4	8	2
CCC1CCCCN1CCCNC(=O)c1ccc2c(=O)n(CCOC)c(=O)[nH]c2c1 (stereo unspecified)	5	-1.0	2	-2	-2	6	-1	4	.	5
Cc1ccccc1-n1c(C)c(C#N)c(=O)c(-[n+]2ccccc2)c1[S-]	11	0.2	-5	-5	3	-1	3	-3	4	1
NC(=O)c1cccnc1Sc1ccc(Cl)cc1	-9	-0.1	-30	4	-2	1	1	-8	2	1
O=C(CSc1nnc(SCc2ccccc2)s1)N/N=C/c1ccc(Cl)cc1Cl	17	-0.2	1	-12	-3	0	-2	0	27	-4
CCCC(=O)NC(Nc1ccccc1F)C(Cl)(Cl)Cl (stereo unspecified)	-15	-0.6	4	-1	-1	-2	2	-7	5	8
COc1ccc(F)cc1S(=O)(=O)NC1CCCC1	6	0.3	-17	-14	-2	14	5	-6	22	0
Cc1ccc(-c2cc(C(F)(F)F)n3ncc(C(=O)N4CCN(C)CC4)c3n2)cc1	.	.	-6	.	3	.	5	.	18	5
CCn1ncc(NC(=S)Nc2ccc3c(c2)OCO3)c1C(N)=O	-180	1.4	-22	4	12	18	3	2	8	-1
Cc1cc(-c2ccco2)n2c(nc3ccccc32)c1C#N	43	-0.2	12	9	-7	-11	-1	-1	27	-3
CCO[C@H]1OC(C(=O)NCc2ccccc2)=C[C@@H](c2ccccc2)[C@@H]1CCCO	16	-1.1	0	-2	7	1	-1	-2	24	-8
COc1ccc(-c2noc(-c3ccc4c(c3)OCO4)n2)cc1	-72	3.2	-21	2	-2	23	-3	13	2	-1
Cc1nn(CC(=O)N2CCN(C34CC5CC(CC(C5)C3)C4)CC2)c(C)c1[N+](=O)[O-]	12	-0.4	-16	-5	11	0	-3	-8	20	-11
O=C(COC(=O)COc1ccccc1)NCCc1ccccc1	3	-0.1	.	1	1	-4	.	-9	11	.
CCN(CC)c1ccc(C2C3CCCCC3(O)CCN2CC(=O)N2CCCCC2)cc1 (stereo unspecified)	-2	-0.5	-15	2	5	7	-5	9	10	0
Cc1cc(C(=O)Nc2ccncc2)ccc1[N+](=O)[O-]	-65	1.2	-61	7	-4	38	0	8	42	1
COC(=O)c1ccccc1NC(=O)CSc1nnc(C(CO)NC(=O)c2ccccc2)n1C (stereo unspecified)	22	-0.3	4	0	0	-77	0	-71*	12	0
Cc1nn(C)c(C)c1NC(=O)C12CC3CC(CC(C3)C1)C2	6	-0.2	0	-25	-4	0	8	1	24	5
CCOC(=O)C(CC)(CCC(=O)O)c1csc(N)n1 (stereo unspecified)	28	0.0	-8	-5	0	-11	6	-3	27	2
The listing continues.
SMILES	aSyn UTR inh	HIF act	KLF5 inhibitor	Platelet DG rel	HDAC3 inh	HSF-1 act	HSP90 refold inh	HSF1 inh	AI-2 QS mod	IEC-6 cytotox
CCCSc1nc(C)c2cc(C)cc(C)c2n1	13	-0.8	-17	-2	7	12	3	1	-8	0
CCCS(=O)(=O)n1nc(-c2ccc(OC)cc2)cc1N	-34	0.8	-71	-13	-1	6	-1	4	2	-4
Cc1ccc(S(=O)(=O)N(C)CC(=O)O/N=C(\N)c2cccc([N+](=O)[O-])c2)cc1	-1	-0.1	7	-2	1	6	-5	3	38	-8
CCOc1ccccc1-n1nnnc1SCC(=O)O	-2	-0.2	-29	4	-9	-5	-2	-7	28	1
O=C1OC(Nc2ccc3ncccc3c2)c2ccccc21 (stereo unspecified)	-17	0.9	-16	-13	11	9	-1	-5	34	-2
CC(=O)Nc1ccc(S(=O)(=O)N2CCN(Cc3ccccc3[N+](=O)[O-])CC2)cc1	-9	-0.2	-30	-1	1	2	-2	0	25	0
O=C(/C=C/c1ccccc1)NC(=S)NNS(=O)(=O)c1ccccc1	3	-0.3	-6	-4	4	-7	0	-3	32	-3
CC(=O)N1CCN(c2cc(N3CCc4ccccc4C3)c(F)cc2[N+](=O)[O-])CC1	11	-0.2	2	-3	-1	4	-1	-1	5	-1
Cc1cc(C)c[n+](-c2nc3ccccc3nc2C(=C=[N-])C#N)c1	-27&-22	0.2&0.4	6&-27	-4&-20	-2&-3	0&13	3&-2	-5&-11	63&-3	4&-1
CCCCc1ccc(NC(=S)NCc2cccnc2)cc1	25	-1.3	-31	-11	1	-3	-2	-1	15	7
Cc1cc(CN2C(=O)c3ccccc3C2=O)cc(N2CCOCC2)c1	-30	1.0	-17	-14	4	7	-4	-3	14	8
O=C1c2ccccc2C(=O)N1CCCn1c(=O)oc2ccccc21	-20	0.3	-10	3	-2	31	-2	20	15	3
CCSc1nnc(NC(=O)C2CCCCC2C(=O)OCC(F)(F)C(F)F)s1 (stereo unspecified)	-12	-0.2	-12	9	-1	12	-1	-11	17	-4
CCOc1ccccc1C(=O)OCC(=O)Nc1ccc(OC(F)F)cc1	-18	-0.1	-19	-1	-3	6	5	-2	-1	12
COC(=O)CSc1nc(N2CCOCC2)c2c(c1C#N)CC(C)(C)OC2	19	0.0	-4	15	-5	-3	1	1	-1	5
Cc1ccn2c(C(=O)N/N=C\c3cccs3)c(C)nc2c1	-28	0.4	-34	9	10	-4	0	7	15	4
COc1ccc(-n2c(Cc3cccn3C)nnc2SCC(N)=O)cc1	16	0.1	-1	-5	-2	-7	1	0	-9	3
O=C(COc1ccc([N+](=O)[O-])cc1)N/N=C/c1ccccn1	-5	-0.2	-19	-6	4	-18	-2	-5	16	0
Cc1cc(C)c2c(n1)nn1c(C3CC3)cc(C(F)(F)F)nc21	.	.	-38	.	10	.	3	.	5	3
O=C1[C@@H]2CSCN2C(=O)CN1Cc1ccccc1F	5	0.2	-9	-5	-4	-1	0	-9	6	2
CC(C)CC1Nc2ncnc(N3CCCCC3)c2N(Cc2ccccc2)C1=O (stereo unspecified)	17	1.8	.	3	10	-1	.	6	18	.
O=C(Nc1nc2nc(-c3ccccc3)cc(-c3ccccc3)n2n1)c1ccco1	21	0.1	-1	5	-3	8	0	10	23	6

For reference, part of the list above:
SMILES	aSyn UTR inh	HIF act	KLF5 inhibitor	Platelet DG rel	HDAC3 inh	HSF-1 act	HSP90 refold inh	HSF1 inh	AI-2 QS mod	IEC-6 cytotox
O=C1[C@@H]2CSCN2C(=O)CN1Cc1ccccc1F	5	0.2	-9	-5	-4	-1	0	-9	6	2
CC(C)CC1Nc2ncnc(N3CCCCC3)c2N(Cc2ccccc2)C1=O (stereo unspecified)	17	1.8	.	3	10	-1	.	6	18	.
O=C(Nc1nc2nc(-c3ccccc3)cc(-c3ccccc3)n2n1)c1ccco1	21	0.1	-1	5	-3	8	0	10	23	6
